# A3A deaminase: blocks human APOBEC3A ssDNA deamination; recombinant A3A, FAM/TAMRA ssDNA deamination fluorescence; inhibition, % at 20 µM; 330,000 compounds, 0.41% hits;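 active means at least 40% inhibition at 20 µM here, with at most 30% in a related deaminase screen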;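 further: plate controls were A3A with DMSO for no effect and wells lacking A3A enzyme for full effect; some results filed as inactive read as strong as hits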
# Target sequence (P31941 whole entry, looked up): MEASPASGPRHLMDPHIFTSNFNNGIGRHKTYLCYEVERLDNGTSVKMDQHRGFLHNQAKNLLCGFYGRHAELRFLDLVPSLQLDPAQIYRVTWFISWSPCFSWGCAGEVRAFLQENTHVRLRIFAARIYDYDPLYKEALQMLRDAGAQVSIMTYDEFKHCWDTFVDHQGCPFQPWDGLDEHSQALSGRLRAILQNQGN
# hIAP inh: human IAP inhibition; P09923; purified IAP, CDP-Star luminescence, 30 min; inhibition, % at 10 µM; 330,000 compounds, 0.12% hits; AID 2544;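 active means inhibition reaching a set limit with compound at 10 µM in the primary screen, cut at about 35% in these data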;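 further: plate controls were DMSO wells with enzyme for no effect and no-enzyme buffer wells for full effect; values of inactives mirror those of a sister screen read the other way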
# ATG4B inh: inhibitors of human ATG4B cysteine protease. inhibition, % at 8.33 µM. AID 504462. 340,000 compounds, 0.51% hits. Q9Y4P1. ATG4B cleavage of LC3-PLA2, NBD-HPC fluorescence, 1 h; in the data active means inhibition above about 40%
# Target sequence (Q9Y4P1 whole entry, looked up): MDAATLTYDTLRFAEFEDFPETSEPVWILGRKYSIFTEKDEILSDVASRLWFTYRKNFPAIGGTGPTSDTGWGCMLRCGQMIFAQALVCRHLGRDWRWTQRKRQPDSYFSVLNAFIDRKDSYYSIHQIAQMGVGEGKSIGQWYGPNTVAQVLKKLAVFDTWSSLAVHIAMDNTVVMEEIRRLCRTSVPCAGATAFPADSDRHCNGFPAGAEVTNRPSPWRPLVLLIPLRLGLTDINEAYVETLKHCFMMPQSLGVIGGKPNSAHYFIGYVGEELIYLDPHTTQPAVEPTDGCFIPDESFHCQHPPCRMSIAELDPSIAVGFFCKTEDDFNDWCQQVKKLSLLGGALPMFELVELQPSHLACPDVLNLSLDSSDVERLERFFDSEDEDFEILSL
# mIAP act: increases mouse intestinal alkaline phosphatase activity; muIAP, CDP-Star luminescence, 30 min; hits give high values; 1 = vehicle-only enzyme signal, 0 = enzyme-free wells; 330,000 compounds, 0.24% hits; activation factor at 10 µM;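 active means activation factor of at least 2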; further: the source names both 10 and 20 µM as test concentration; values of inactives mirror those of a sister screen read the other way
#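 Assay system: mouse IAP enzyme; Reagent: CDP-Star chemiluminescent phosphatase substrate; Compound: DMSO-dissolved test compounds; Incubation: 30 min, room temperature; Technique: luminescence from enzymatic CDP-Star hydrolysis; Controls: DMSO-only wells and no-enzyme negative control.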
# hIAP act: increases human intestinal alkaline phosphatase activity; 330,000 compounds, 0.16% hits; purified human IAP, CDP-Star luminescence, 30 min; hits give high values; 1 = vehicle-only enzyme, 0 = enzyme-free background; P09923; activation factor at 10 µM;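 active means activation factor of the enzyme at least 2-fold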; further: the source names both 10 and 20 µM as test concentration; values of inactives mirror those of a sister screen read the other way
# mIAP inh: mouse IAP inhibition; inhibition, % at 10 µM; AID 2806; 330,000 compounds, 0.2% hits; purified mouse IAP, CDP-Star luminescence, 30 min;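 active means inhibition of at least 40% at 10 µM in the primary screen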;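 further: plate controls were DMSO with enzyme for no effect and no enzyme wells for full effect; values of inactives mirror those of a sister screen read the other way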
# MIN6 prolif: inducers of beta-cell replication in MIN6 cells; AID 2380; MIN6 cells proliferation, ATPlite luminescence, 48 h; cells starved in 0.2% serum; 100% = growth in 10% serum; proliferation, % at 10 µM; 330,000 compounds, 0.29% hits;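 active means compounds whose signal lies at least 3.5 SD above the mean of all wells on their plate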;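 further: 0% = DMSO-treated cells in low-serum medium and 100% = 10% serum control; some compounds called inactive have numbers as strong as hits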
# A3G deaminase: blocks human APOBEC3G single-stranded DNA deamination. inhibition, % at 20 µM. 330,000 compounds, 0.28% hits. Q9HC16. recombinant A3G, ssDNA deamination FAM/TAMRA fluorescence. AID 493012;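 active means inhibition of at least 40% at 20 µM, with no more than 30% in the related APOBEC3A deaminase screen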;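 further: plate controls were DMSO wells with A3G for no effect and wells lacking A3G enzyme for full effect; some compounds called inactive have numbers as strong as hits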
# Target sequence (Q9HC16 whole entry, looked up): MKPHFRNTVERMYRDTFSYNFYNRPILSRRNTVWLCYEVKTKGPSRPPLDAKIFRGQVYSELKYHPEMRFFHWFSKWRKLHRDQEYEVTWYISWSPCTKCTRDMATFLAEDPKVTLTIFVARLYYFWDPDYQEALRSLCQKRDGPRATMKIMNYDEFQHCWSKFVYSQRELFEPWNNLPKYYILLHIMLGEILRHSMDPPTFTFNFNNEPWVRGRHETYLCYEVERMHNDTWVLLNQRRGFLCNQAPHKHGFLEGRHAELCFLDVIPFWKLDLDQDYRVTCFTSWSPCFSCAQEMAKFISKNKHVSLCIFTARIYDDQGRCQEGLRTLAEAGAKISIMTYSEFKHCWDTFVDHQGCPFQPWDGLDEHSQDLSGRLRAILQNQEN
# MPTP block: blocks calcium-induced mitochondrial swelling | inhibition, % at 10 µM | 360,000 compounds, 1.4% hits | AID 602449 | isolated mouse mitochondria, Ca2+ swelling absorbance, 30 min;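 active means inhibition of 50% or more, scaled per plate between neutral and stimulator controls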;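 further: 0% = DMSO wells given calcium and 100% = 1 mM EGTA wells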
# * marks the source's active call; other numbers are inactive results.
SMILES,A3A deaminase,hIAP inh,ATG4B inh,mIAP act,hIAP act,mIAP inh,MIN6 prolif,A3G deaminase,MPTP block
CC(=O)N1N=C(c2ccc(C)cc2)CC1c1ccc2c(c1)OCO2 (stereo not given),0,-7,-8,1,1.1,0,-2,-6,13
O=C(NCc1ccccc1)c1ccc(C2SCC(=O)N2Cc2ccccc2)cc1 (stereo not given),-5,6,-4,0.97,0.94,2,-3,-9,-9.0
C[C@@H]1C=C(C(=O)N2CCN(Cc3ccc4c(c3)OCO4)CC2)O[C@H](OCCCCO)C1,-2,1,6,1,0.99,-1,-1,-10,0.0
Cc1ccc(/C=C/C(=O)Nc2nccs2)o1,0,11,0,0.92,0.89,8,-1,-2,0.5
O=C(NCCCCc1ccccc1)c1ccccc1,-7,-2,-1,0.99,1,1,-3,-4,-1.5
CC(Oc1cc(F)ccc1[N+](=O)[O-])C(=O)Nc1ccc(S(=O)(=O)N2CCCC2)cc1 (stereo not given),-3,2,-5,1,0.98,-4,-5,-7,7.8
Cc1ccccc1C(=O)Nc1ccccc1,1,-6,-3,0.9,1.1,10,-4,-4,-2.5
CC1CCC(C(C)C)C(OC(=O)C[n+]2cc(-c3ccc(Cl)cc3)n3c2CCCCC3)C1 (stereo not given),-4,-72,25,1.3,1.7,-32,-5,-4,6.0
O=C(COC(=O)c1ccccc1O)NC12CC3CC(CC(C3)C1)C2,-1,3,-2,1,0.97,-3,-1,-3,0.0
CCOc1ccccc1C(=O)Nn1c(C2CCC2)nc2ccccc2c1=O,4,-4,-1,1.1,1,-12,0,2,-0.7
FC(F)(F)c1cnc(N2CCC(=NOCc3ccc(Cl)cc3)CC2)c(Cl)c1,-2,-13,9,0.92,1.1,8,-6,-3,0.4
COC(=O)c1cc(NC(=O)c2cc(C(C)(C)C)nn2Cc2cccc(C)c2)ccc1N1CCOCC1,-4,-6,-4,1.1,1.1,-14,-4,-8,7.7
COCCNC(=O)c1onc(CCl)c1C(=O)OC,-5,20,0,1.1,0.8,-11,-1,-11,-0.5
Cc1ccc(S(=O)(=O)N2CCCCC2)cc1C(=O)OC(C)C(=O)NCC1CCCCC1 (stereo not given),0,8,0,1,0.92,-1,-2,-8,0.6
COc1ccc(N2C(=O)C(Cl)=C(Nc3ccc(OC)cc3OC)C2=O)cc1,-9,-5,6,0.97,1.1,2,-2,-10,-0.5
Cc1cccc(NC(=O)COc2ccc(Br)cc2)n1,-1,6,13,0.94,0.94,6,-2,-6,-1.5
CCCn1c(C2CCCN2c2nc(-c3ccc(OC)cc3)cs2)nc2ccccc21 (stereo not given),-1,7,-5,0.93,0.93,7,-6,-11,-0.1
COc1cccc(NC(=O)N2CCCC2C(=O)NCc2ccccc2F)c1 (stereo not given),-3,3,9,1,0.97,-1,0,-8,-0.6
O=C(N[C@@H](c1ccccc1)[C@@H]1C[C@H]1C(=O)NCc1ccccn1)OCc1ccccc1,0,2,-7,0.99,0.98,1,-1,-7,0.7
COc1ccc(CCNC(=O)Cn2ccc3c(OC)cccc3c2=O)cc1OC,0,-14,-14,1,1.1,-4,-2,-5,-0.1
CC12CCC(C1)C(C)(C)C2OC(=O)c1ccccc1C(=O)O (stereo not given),18,-1,-14,0.91,1,9,-4,-2,0.5
CN(c1ccccc1)c1nc(N)c([N+](=O)[O-])c(Nc2ccccc2)n1,0,21,3,0.92,0.79,8,-2,-7,0.8
O=C(c1ccccc1)c1ccc(OCC(O)CNCc2ccc(Cl)cc2)cc1 (stereo not given),-2,8,-5,0.97,0.92,3,-7,-7,1.1
CCCN(C(=O)Cc1coc2cc(OC)ccc12)C1CCS(=O)(=O)C1 (stereo not given),-3,-14,-6,0.92,1.1,8,-2,-7,-0.6
O=C(CSc1nc2ccc([N+](=O)[O-])cc2[nH]1)NC1CCCCCC1,0,8,-4,0.84,0.92,16,-5,-7,95*

# As a working copy, part of the list above:
SMILES,A3A deaminase,hIAP inh,ATG4B inh,mIAP act,hIAP act,mIAP inh,MIN6 prolif,A3G deaminase,MPTP block
O=C(COC(=O)c1ccccc1O)NC12CC3CC(CC(C3)C1)C2,-1,3,-2,1,0.97,-3,-1,-3,0.0
CCOc1ccccc1C(=O)Nn1c(C2CCC2)nc2ccccc2c1=O,4,-4,-1,1.1,1,-12,0,2,-0.7
FC(F)(F)c1cnc(N2CCC(=NOCc3ccc(Cl)cc3)CC2)c(Cl)c1,-2,-13,9,0.92,1.1,8,-6,-3,0.4
COC(=O)c1cc(NC(=O)c2cc(C(C)(C)C)nn2Cc2cccc(C)c2)ccc1N1CCOCC1,-4,-6,-4,1.1,1.1,-14,-4,-8,7.7
COCCNC(=O)c1onc(CCl)c1C(=O)OC,-5,20,0,1.1,0.8,-11,-1,-11,-0.5
Cc1ccc(S(=O)(=O)N2CCCCC2)cc1C(=O)OC(C)C(=O)NCC1CCCCC1 (stereo not given),0,8,0,1,0.92,-1,-2,-8,0.6
COc1ccc(N2C(=O)C(Cl)=C(Nc3ccc(OC)cc3OC)C2=O)cc1,-9,-5,6,0.97,1.1,2,-2,-10,-0.5
Cc1cccc(NC(=O)COc2ccc(Br)cc2)n1,-1,6,13,0.94,0.94,6,-2,-6,-1.5
CCCn1c(C2CCCN2c2nc(-c3ccc(OC)cc3)cs2)nc2ccccc21 (stereo not given),-1,7,-5,0.93,0.93,7,-6,-11,-0.1
COc1cccc(NC(=O)N2CCCC2C(=O)NCc2ccccc2F)c1 (stereo not given),-3,3,9,1,0.97,-1,0,-8,-0.6
O=C(N[C@@H](c1ccccc1)[C@@H]1C[C@H]1C(=O)NCc1ccccn1)OCc1ccccc1,0,2,-7,0.99,0.98,1,-1,-7,0.7
COc1ccc(CCNC(=O)Cn2ccc3c(OC)cccc3c2=O)cc1OC,0,-14,-14,1,1.1,-4,-2,-5,-0.1
CC12CCC(C1)C(C)(C)C2OC(=O)c1ccccc1C(=O)O (stereo not given),18,-1,-14,0.91,1,9,-4,-2,0.5
CN(c1ccccc1)c1nc(N)c([N+](=O)[O-])c(Nc2ccccc2)n1,0,21,3,0.92,0.79,8,-2,-7,0.8
O=C(c1ccccc1)c1ccc(OCC(O)CNCc2ccc(Cl)cc2)cc1 (stereo not given),-2,8,-5,0.97,0.92,3,-7,-7,1.1
CCCN(C(=O)Cc1coc2cc(OC)ccc12)C1CCS(=O)(=O)C1 (stereo not given),-3,-14,-6,0.92,1.1,8,-2,-7,-0.6
O=C(CSc1nc2ccc([N+](=O)[O-])cc2[nH]1)NC1CCCCCC1,0,8,-4,0.84,0.92,16,-5,-7,95*

# Next entries
SMILES,A3A deaminase,hIAP inh,ATG4B inh,mIAP act,hIAP act,mIAP inh,MIN6 prolif,A3G deaminase,MPTP block
CN(C)c1ccc(/C=N/O)cc1,-3,-4,-13,1.1,1,-7,-1,-9,7.8
COc1cc(/C=C(/C#N)c2nc3ccccc3[nH]2)ccc1OCC(=O)Nc1ccccc1C,-1,7,1,0.79,0.93,22,-5,0,2.1
CCc1ccc(/C=C2/Sc3ccccc3N(CC(=O)NCCCN3CCOCC3)C2=O)cc1,-5,-2,-2,1,1,-1,-6,-7,1.2
O=C(CNCCO)N1CCc2ccccc21,-4,-1,-6,0.97,1,3,-1,-4,-2.1
COc1ccccc1NC(=O)C(NC(=O)OC(C)(C)C)C(C)OCc1ccccc1 (stereo not given),1,11,-7,0.96,0.89,4,-2,-1,-0.6
CC(C)(C)c1ccc(C(=O)NC(CC(=O)O)c2ccc(OC3CCCC3)cc2)cc1 (stereo not given),-4,14,9,0.91,0.86,9,-1,-5,-0.3
COc1ccc(Cl)c(NCCC(=O)O)c1,-1,2,-7,1,0.97,-1,-2,-3,0.9
O=C(O)C1=C[C@@H](c2ccc(Br)cc2)C[C@@H](OCCCCO)O1,-5,6,-5,1,0.94,-4,1,-7,-3.5
COc1ccc(-n2cnc3cc(C(=O)N4CCOCC4)ccc32)cc1,-4,-17,-6,1,1.2,0,2,0,-3.4
COc1ccc(NC(=O)/C(C#N)=C/c2ncc([N+](=O)[O-])n2C)c(OC)c1,-2,9,-11,0.82,0.91,18,-2,0,-0.5
CN(NC(=O)c1ccccc1Cl)c1ncc(C(F)(F)F)cc1Cl,3,2,1,0.94,0.97,6,-1,9,0.9
O=C(NC(Cc1ccccc1)c1nc2ccccc2[nH]1)C1CC(=O)N(c2ccc3c(c2)OCCO3)C1 (stereo not given),55*,13,-4,1.2,0.87,-20,-1,21,-2.1
CCOC(=O)c1cc(=O)c2ccc(OCC(=O)Nc3ccc(F)cc3)cc2o1,-2,-11,-7,0.89,1.1,11,-1,-9,3.4
CCOC(=O)CN1N=C(c2ccc(Cl)cc2)CCC1=O,-2,-13,0,1,1.1,-5,0,-1,1.9
O=C(CN1CCCC1)N1c2ccccc2C=Cc2ccccc21,0,7,-6,1,0.93,0,-4,-10,-3.7
CN(CC(=O)Nc1ccc(S(N)(=O)=O)cc1)c1ccccc1,1,-3,23,1,1,-4,0,0,0.8
O=C1NC(=O)/C(=C/c2ccco2)N1,-3,8,-4,0.88,0.92,12,3,-10,0.1
COc1ccc(C(CCNCc2ccc(N(C)C)cc2)C(C)C)cc1 (stereo not given),-6,-25,7,1.1,1.3,-10,-4,-4,45
CCN1C(=O)[C@H]2[C@@H](c3ccc(-c4ccc(C(C)=O)cc4)cc3)N[C@@](C)(C(=O)OC)[C@H]2C1=O,0,8,-3,0.98,0.92,2,-4,-2,-0.1
CC(CC(=O)O)n1nnc2ccccc21 (stereo not given),-3,0,3,1,1,-3,0,-9,1.3
CS(=O)(=O)Nc1ccc(S(=O)(=O)Nc2nccs2)cc1,5,-6,-2,1,1.1,-1,7,1,-8.2
COc1ccc(C(=O)NCCNc2nc3c(C)cccc3cc2C#N)cc1,1,-32,-4,1.1,1.3,-10,0,-7,-0.4
C/C(CCc1ccccc1)=N\NC(=O)C(=O)Nc1cccc(Cl)c1,0,-19,-8,1,1.2,-3,-1,-4,46
Cc1ccc2c(c1)C(C)(C)[C@]1(C)NC(=O)CCN21,-4,6,-9,1,0.94,-4,-1,-4,-1.1
Cc1ccc(Cc2cc(-c3ccc(C)cc3)n[nH]c2=O)cc1,2,24,-4,0.89,0.76,11,-3,2,5.6
